Assay outcomes as filed in PubChem BioAssay.
Tau FP inhib = blocks human tau fibril formation measured by polarization; P10636; K18 P301L tau heparin fibrillization, Alexa594 FP, 6 h; Potency, µM (top dose mostly 57.7 µM), without a hit: at the top dose activity, negative = inhibition, usual class: inhibitors; actives 0.39% (n = 280,000); AID 1468; further: nearly all actives have a fitted effect of over 55% in size
Target sequence (P10636 561-689 P618L limits assumed): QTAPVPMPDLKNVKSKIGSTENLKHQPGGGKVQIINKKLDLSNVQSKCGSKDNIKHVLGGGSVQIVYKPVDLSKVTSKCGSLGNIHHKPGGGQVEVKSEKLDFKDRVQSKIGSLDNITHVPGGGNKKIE
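Read-out: fluorescence polarization of Alexa 594-labeled tau (0.24 uM), 555 nm excitation, 632 nm emission. Mixtures held 15 uM unlabeled K18 P301L, compound and 20 uM heparin, pH 7 acetate buffer, incubated 6 hr at 37 C.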
ALDH1A1 block = ALDH1A1 (human) enzyme inhibition. P00352. Purified ALDH1A1, NADH fluorescence, propionaldehyde substrate. Potency, µM (doses to about 75.3 µM), for the others: at the highest dose activity, negative = inhibition, hits mostly inhibitors. actives 7.3% (n = 220,000). AID 1030; active means well fitted inhibition curve with a large enough effect, not every such curve was filed as active; inconclusive means small, poorly fitted or top-dose-only effect, or another doubt; inactive means no such curve, though single readings can be large or run the other way;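 further: plate controls were no enzyme wells and a reference inhibitor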
aGal spleen mod = alpha-galactosidase A (human) modulation; AID 2107; P06280; Potency, µM (top dose mostly 80 µM), for the others: at the highest dose activity change, negative = inhibition, hits mostly inhibitors; human spleen homogenate, 4MU-alpha-Gal fluorescence, 40 min; actives 0.008% (n = 240,000);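 further: 0% = enzyme with vehicle and -100% = no enzyme basal signal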
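qHTS titration in buffer at pH 5.0. Alpha-galactosidase activity in spleen homogenate was measured via 4-methylumbelliferone release from 1 mM fluorogenic substrate after 40 min at 37C and a pH 10 stop. AC50 came from Hill fits of control-normalized data.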
L3MBTL1 block = L3MBTL1 (human) inhibition | Q9Y468 | AlphaScreen L3MBTL1–H3K9me1 peptide binding | Potency, µM (titrated, usually from 57.1 µM), for inactives: at the highest dose activity, negative = inhibition, actives largely listed as inhibitors | actives 0.66% (n = 230,000) | AID 485360; further: nearly all actives have a fitted effect of over 60% in size
Target sequence (Q9Y468 whole entry, looked up): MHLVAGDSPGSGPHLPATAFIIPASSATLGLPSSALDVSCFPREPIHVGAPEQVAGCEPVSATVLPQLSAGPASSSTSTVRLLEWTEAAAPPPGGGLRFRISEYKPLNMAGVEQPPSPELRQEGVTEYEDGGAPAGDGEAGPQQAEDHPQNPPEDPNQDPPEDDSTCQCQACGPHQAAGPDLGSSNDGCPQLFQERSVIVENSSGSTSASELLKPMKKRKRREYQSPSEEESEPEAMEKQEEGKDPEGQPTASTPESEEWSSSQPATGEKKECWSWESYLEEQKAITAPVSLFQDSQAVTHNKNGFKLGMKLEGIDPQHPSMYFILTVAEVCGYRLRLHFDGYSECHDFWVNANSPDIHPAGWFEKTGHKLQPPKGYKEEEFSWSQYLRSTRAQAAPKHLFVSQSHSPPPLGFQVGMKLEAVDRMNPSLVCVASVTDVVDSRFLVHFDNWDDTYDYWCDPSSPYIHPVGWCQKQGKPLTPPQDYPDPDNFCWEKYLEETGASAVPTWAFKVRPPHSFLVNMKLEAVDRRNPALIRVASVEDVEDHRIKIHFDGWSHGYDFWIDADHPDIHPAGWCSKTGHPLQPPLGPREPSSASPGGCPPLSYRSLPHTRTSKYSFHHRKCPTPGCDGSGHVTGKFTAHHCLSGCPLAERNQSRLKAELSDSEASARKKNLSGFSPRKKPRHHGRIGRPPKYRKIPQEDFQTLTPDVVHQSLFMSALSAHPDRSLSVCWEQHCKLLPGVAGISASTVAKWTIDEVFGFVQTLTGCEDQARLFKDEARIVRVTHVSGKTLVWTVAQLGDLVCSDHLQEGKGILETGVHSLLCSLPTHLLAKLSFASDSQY
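Displacement of a biotinylated histone H3(1-15) peptide monomethylated at Lys9 (75 nM) from L3MBTL1 (50 nM) was measured by AlphaScreen after a 30 min room-temperature compound incubation; cefsulodin titration served as intraplate control.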
Tau fibril ThT = blocks human tau fibril formation measured by thioflavin T | P10636 | recombinant tau K18 P301L, heparin-induced fibrillization, ThT fluorescence | Potency, µM (highest dose often 57.4 µM), for inactives: at the highest dose activity, negative = inhibition, actives largely listed as inhibitors | actives 2.1% (n = 270,000) | AID 1460; further: nearly all actives have a fitted effect of over 55% in size
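K18 P301L tau (15 uM + 0.24 uM Alexa 594-tagged), heparin 20 uM, NaOAc pH 7, 6 h 37 C; ThT 30 uM, 1 h RT, ex 450/em 510 nm.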
Tau fluor counter = counter-screen for tau fibril formation inhibitors. actives 0.93% (n = 280,000). tau K18 P301L (four-repeat tau fragment) Alexa594 fluorescence, heparin fibrillization. Potency, µM (titrated, usually from 57.7 µM), inactives show at the highest dose activity change, negative = decrease; further: nearly all actives have a fitted effect of over 55% in size
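Human K18 P301L tau (15 uM unlabeled plus 0.24 uM Alexa 594-labeled, final) in 100 mM sodium acetate pH 7 was mixed with compound and 20 uM heparin and incubated 6 hr at 37 C.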
TRb SRC2 PPI = disrupts binding of human TR beta to SRC2. Potency, µM (titrated, usually from 106 µM), without a hit: top-dose activity change, negative = inhibition, hits mostly inhibitors. P10828. TRbeta-SRC2 peptide binding, fluorescence polarization; receptor liganded with 1 µM T3. actives 0.065% (n = 280,000);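 further: plate controls were bound peptide for no effect and peptide without receptor for full effect; nearly all actives have a fitted effect of over 50% in size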
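Fluorescence polarization of 20 nM Texas Red SRC2 peptide with 0.6 uM human TRb ligand-binding domain, in Tris buffer with 1uM T3 and 5% DMSO. Incubated 5 hr ambient; normalized to unbound and bound controls.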
TexasRed fluor = counter-screen for TRb-SRC2 inhibitors: fluorescence interference | TRb/SRC2 Texas Red total fluorescence interference | Potency, µM (doses to about 106 µM), for inactives: at the highest dose fluorescence change, negative = quenching | actives 0.29% (n = 280,000) | AID 1479; active means well fitted curve in either direction with a large enough effect; inconclusive means small, poorly fitted or top-dose-only effect
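Human TRb ligand-binding domain at 0.6 uM with 20 nM Texas Red SRC2 peptide in Tris buffer containing 1 uM T3 and 5% DMSO, incubated with compound 5 h at ambient temperature. Total fluorescence (555/632 nm) calculated as parallel + 2 × perpendicular.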
Starred values were filed as active, the others as inactive; ? = inconclusive; / = no result given; [ ] = remark or other dose. Unless noted, the call rests on the fitted dose curve; in most records, active means well fitted curve in the direction sought with a large enough effect; inconclusive means small, poorly fitted or top-dose-only effect, or another doubt; inactive means no such curve, though single readings can be large; an effect the other way counts as inactive or inconclusive. Unless noted, on the % scale 0 is the no-effect control and ±100 the full control effect; potency means the concentration at half of the fitted maximal effect.

SMILES	Tau FP inhib	ALDH1A1 block	aGal spleen mod	L3MBTL1 block	Tau fibril ThT	Tau fluor counter	TRb SRC2 PPI	TexasRed fluor
Cc1cccc(NC(=O)NCc2ccc3c(c2)cc(C)n3C)c1	6%	-9%	-2%	?	0%	-14%	-15%	23%
Cc1ccc(NC(=O)CC2C(=O)N(Cc3ccccc3)C(=S)N2NC(=O)c2cccc(F)c2)c(C)c1 (stereo unspecified)	?	3%	1%	3%	12%	-24%	3%	-6%
O=C(CSc1nnc2c(Cl)cc(Cl)cn12)N1CCN(S(=O)(=O)c2ccccc2)CC1	-9%	15%	-6%	-1%	-5%	0%	-12%	-7%
Cc1ccc(SCCC(=O)N2CCC(C)CC2)cc1	-2%	?	-11%	5%	-5%	-5%	-16%	1%
CCOC(=O)N1CCN(c2ccc([N+](=O)[O-])cc2)CC1	4%	?	-7%	-1%	4µM*	-5%	5%	-4%
Cc1ccc(-n2c(=O)c(C#N)cc3c(=O)n4ccccc4nc32)cc1	8%	?	?	-6%	-2%	0%	-3%	0%
Clc1ccc2nc(Nc3ccccc3Cl)nc(-c3ccccc3)c2c1	?	/	/	/	1%	-12%	-2%	-4%
Cc1cc(C)n(C(=O)CCNC(=O)c2ccccc2Cl)n1	12%	?	-2%	7%	12%	3%	-4%	-4%
Cc1nc2ccc(NC(=O)c3ccc(S(=O)(=O)N4CCOCC4)cc3)cc2s1	-5%	?	-3%	/	2%	-5%	-17%	1%
Cn1c(=O)c2c(nc(CN3CCC(C(N)=O)CC3)n2CCCc2ccccc2)n(C)c1=O	-14%	5.6µM*	0%	/	-7%	-11%	-18%	1%
CCOC(=O)N1CCN(CC(=O)Nc2cc(OCC)ccc2OCC)CC1	-1%	?	-6%	7%[11.4 µM]	-8%	-5%	-10%	-2%
CCN(CCCNC(=O)Cn1ncc2c3ccccc3n(C)c2c1=O)Cc1ccccc1	-1%	/	/	/	-4%	2%	7%	-3%
O=C(CCC(=O)OCc1ccc([N+](=O)[O-])cc1)Nc1ccc(F)cc1	-3%	?	-15%	3%	9%	7%	-7%	0%
N#Cc1ccc(Oc2ccc(-c3cnc4ccccc4n3)cc2)cc1C#N	-8%	?	0%	2%	-14%	-10%	0%	3%
CCc1ccc(C2(O)CC(C(F)(F)F)=NN2C(=O)Cc2ccc([N+](=O)[O-])cc2)cc1 (stereo unspecified)	-9%	-7%	0%	-3%	-6%	-14%	3%	-4%
CCOC(=O)C(NC(=O)CC(C)C)(Nc1sc2c(c1C(N)=O)CCCC2)C(F)(F)F (stereo unspecified)	1%	-5%	1%	-2%	?	-15%	-1%	-5%
Cc1ccc(C(=O)NC=C(Cl)Cl)cc1	6%	-4%	1%	/	-12%	-3%	4%	-8%
COCn1c(COc2ccccc2)nc2ccccc21	11%	-2%	1%	10%	-7%	3%	-7%	2%
CCC(C(=O)Nc1cccc(Cl)c1C)n1nc(C)c2sc3ccccc3c2c1=O (stereo unspecified)	-6%	/	/	/	?	-21%	-6%	-2%
Cc1nn2cc(-c3cccc(Cl)c3)cnc2c1Br	-2%	8%	-9%	10%	?	-2%	0%	-3%
Cc1cccc(CSc2ncc(Cl)c(C(=O)Nc3nnc(C)s3)n2)c1	3%	/	/	/	-8%	-4%	-10%	-4%
Cc1nn(C)cc1CNC(=O)C1C2CCC(C2)C1C(=O)O (stereo unspecified)	-1%	8%	5%	13%	-10%	-2%	-2%	-1%
Cc1ccc(Cn2ccnc2SCC(=O)NC2CCCC2)cc1	-17%	/	/	/	-4%	-9%	6%	-3%
O=C(CSc1nnnn1-c1cccc2ccccc12)NC(C(=O)O)(c1ccccc1)c1ccccc1	7%	?	7%	/	6%	3%	-3%	-3%
CCN1CCN(C(=O)C2CCN(Cc3nc(-c4cccc(Cl)c4)oc3C)CC2)CC1	7%	-15%	-7%	/	-9%	0%	-1%	-2%

Entries of single compounds as entered above.
CCC(C(=O)Nc1cccc(Cl)c1C)n1nc(C)c2sc3ccccc3c2c1=O (stereo unspecified) is listed as Tau FP inhib = -6%; ALDH1A1 block = /; aGal spleen mod = /; L3MBTL1 block = /; Tau fibril ThT = ?; Tau fluor counter = -21%; TRb SRC2 PPI = -6%; TexasRed fluor = -2%
CCN1CCN(C(=O)C2CCN(Cc3nc(-c4cccc(Cl)c4)oc3C)CC2)CC1 is listed as Tau FP inhib = 7%; ALDH1A1 block = -15%; aGal spleen mod = -7%; L3MBTL1 block = /; Tau fibril ThT = -9%; Tau fluor counter = 0%; TRb SRC2 PPI = -1%; TexasRed fluor = -2%

Additional entries.
SMILES	Tau FP inhib	ALDH1A1 block	aGal spleen mod	L3MBTL1 block	Tau fibril ThT	Tau fluor counter	TRb SRC2 PPI	TexasRed fluor
Cc1ccc(NC(=O)Cc2noc3ccccc23)cc1	7%	4%	-1%	6%	-8%	-3%	-15%	0%
Clc1cccc(NCc2nnc(SCc3ccccc3Cl)o2)c1	-8%	2%	10%	/	?	?	-5%	-7%
COc1ccc2nc(Cl)c(C#N)cc2c1	-1%	4%	5%	10%	-14%	-5%	-1%	-2%
O=C(CN1CCN(C(=O)c2ccco2)CC1)Nc1ccc2c(c1)OCCO2	-2%	13µM*	5%	-1%	-19%	-3%	0%	1%
CCn1c(SCC(=O)Nc2nc(-c3ccccc3)cs2)nc2c1c(=O)n(C)c(=O)n2C	0%	2%	3%	3%	7%	-9%	-2%	0%
CCN1C(=O)C2(C(C#N)=C(N)Oc3n[nH]c(COC)c32)c2ccccc21 (stereo unspecified)	-5%	8%	0%	-5%	1%	2%	0%	-2%
Cn1c(=O)c2c(ncn2CC(=O)N/N=C/c2ccc(Br)s2)n(C)c1=O	2%	20%	-2%	-1%	-1%	2%	-12%	-3%
COc1ccc(-c2cc(-c3ccc(Br)cc3)nc3ncnn23)cc1OC	-11%	?	7%	/	-19%	-15%	-2%	-2%
CCC(=O)Nc1sc(C(=O)Nc2ccccc2)c(C)c1C(=O)OC	-3%	1%	6%	8%	-9%	-8%	5%	-1%
COc1ccc(NC(=O)COc2ccccc2)c(OC)c1	-1%	1%	6%	/	2%	3%	2%	-2%
CC(C)(C)c1ccc(NC(=O)COC(=O)CCc2nc3ccccc3c(=O)[nH]2)cc1	-1%	?	-4%	2%	9%	10%	6%	-2%
CC(C)CCNC(=O)C(=O)Nc1c2c(nn1-c1ccccc1)CS(=O)(=O)C2	-7%	/	/	/	5%	2%	-3%	0%
O=C(CSc1nc(C2CC2)nc2ccccc12)Nc1ccc2c(c1)OCCO2	-4%	3%	-4%	8%	?	-17%	-1%	0%
Cc1ccc(NC(=O)c2cc([N+](=O)[O-])ccc2Cl)c(O)c1	3%	-10%	-3%	2%	?	-20%	2%	3%
Cc1ccc(CNC(=O)CCS(=O)(=O)c2ccc(Br)s2)cc1	0%	-15%	3%	/	4%	3%	-25%	0%
O=C(NC(Cc1ccccc1)C(=O)NCc1ccccn1)c1ccco1 (stereo unspecified)	1%	?	1%	3%	-4%	3%	-16%	0%
COc1ccccc1-c1nnc2sc(-c3ccc(N(C)C)cc3)nn12	-9%	?	?	10%	?	-19%	5%	-13%
Cc1ccc(S(=O)(=O)N/N=C/c2ccc3nccnc3c2)cc1	9%	/	-7%	2%	3%	1%	4%	1%
Cc1cccc(NC(=O)Cc2coc3ccc4ccccc4c23)n1	2%	-4%	-6%	/	-9%	-21%	-11%	-2%
COC(=O)C1=C(C)Nc2ncnn2C1c1ccc(OC(=O)c2ccccc2)cc1 (stereo unspecified)	-8%	?	7%	4%	-6%	-6%	-5%	1%
O=C(CSc1nnc(-c2ccco2)o1)NC1CCCCCC1	-4%	-6%	2%	2%	-6%	3%	-8%	-2%
COC(=O)c1ccc(N=NN2CCOCC2)cc1	1%	2%	-1%	-7%	-19%	-5%	3%	7%
CC(=O)c1c(C(C)=O)c(C)n(NC(=O)c2ccccc2O)c1C	2%	?	8%	4%	2%	2%	0%	-3%
CCOC(=O)c1cc(-c2ccncc2)nc2c1c(C)nn2C	-5%	?	-1%	-4%	4%	2%	3%	-2%
COc1ccc(OCC(=O)N/N=C/c2ccc(O[C@@H]3O[C@H](CO)[C@@H](O)[C@H](O)[C@H]3O)cc2)cc1	11%	10%	3%	5%	3%	6%	-4%	-4%
Cc1ccc(Cl)cc1N1CCN(C(=O)CN(C2CCCCC2)S(C)(=O)=O)CC1	14%	0%	-6%	-1%	-8%	-1%	1%	-1%

Reprinted at random: 4 records from the list, in no set order.
SMILES	Tau FP inhib	ALDH1A1 block	aGal spleen mod	L3MBTL1 block	Tau fibril ThT	Tau fluor counter	TRb SRC2 PPI	TexasRed fluor
COc1ccccc1-c1nnc2sc(-c3ccc(N(C)C)cc3)nn12	-9%	?	?	10%	?	-19%	5%	-13%
Cc1cccc(NC(=O)Cc2coc3ccc4ccccc4c23)n1	2%	-4%	-6%	/	-9%	-21%	-11%	-2%
COc1ccc2nc(Cl)c(C#N)cc2c1	-1%	4%	5%	10%	-14%	-5%	-1%	-2%
CC(=O)c1c(C(C)=O)c(C)n(NC(=O)c2ccccc2O)c1C	2%	?	8%	4%	2%	2%	0%	-3%

4 consecutive records from above, quoted:
SMILES	Tau FP inhib	ALDH1A1 block	aGal spleen mod	L3MBTL1 block	Tau fibril ThT	Tau fluor counter	TRb SRC2 PPI	TexasRed fluor
Cc1ccc(NC(=O)Cc2noc3ccccc23)cc1	7%	4%	-1%	6%	-8%	-3%	-15%	0%
Clc1cccc(NCc2nnc(SCc3ccccc3Cl)o2)c1	-8%	2%	10%	/	?	?	-5%	-7%
COc1ccc2nc(Cl)c(C#N)cc2c1	-1%	4%	5%	10%	-14%	-5%	-1%	-2%
O=C(CN1CCN(C(=O)c2ccco2)CC1)Nc1ccc2c(c1)OCCO2	-2%	13µM*	5%	-1%	-19%	-3%	0%	1%
